# Screening results: PubChem BioAssay, several laboratories
# PPARg SRC2 recr: agonists of SRC-2 recruitment by human PPARgamma; AID 1032; PPARgamma LBD-SRC-2 recruitment, biochemical; 200,000 compounds, 0.34% hits; activation, % at 8 µM; in the data active = activation above about 22%;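 also: 0% = vehicle and 100% = reference agonist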
# Target sequence (P37231 whole entry, looked up, the tested form may be a part): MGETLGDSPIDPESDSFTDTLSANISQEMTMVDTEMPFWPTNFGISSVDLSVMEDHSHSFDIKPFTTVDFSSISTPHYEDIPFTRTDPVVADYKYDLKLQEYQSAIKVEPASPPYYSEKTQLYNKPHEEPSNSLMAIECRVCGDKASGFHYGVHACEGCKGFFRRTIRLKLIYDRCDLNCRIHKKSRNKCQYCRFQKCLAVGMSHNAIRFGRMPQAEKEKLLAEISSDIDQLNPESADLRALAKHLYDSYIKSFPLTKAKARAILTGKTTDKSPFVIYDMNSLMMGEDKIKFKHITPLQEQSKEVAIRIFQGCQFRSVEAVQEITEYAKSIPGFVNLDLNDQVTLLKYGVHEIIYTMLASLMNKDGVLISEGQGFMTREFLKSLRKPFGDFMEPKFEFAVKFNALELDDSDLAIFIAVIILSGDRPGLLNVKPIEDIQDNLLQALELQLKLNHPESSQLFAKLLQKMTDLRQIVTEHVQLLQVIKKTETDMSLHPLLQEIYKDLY
# SRC2 TRFRET art: TR-FRET artefact, counter-screen to PPARgamma/SRC-2 agonist assay; TR-FRET ratio at 8 µM; AID 1049; active compounds read high; 200,000 compounds, 0.4% hits; in the data active = TR-FRET ratio above about 2000; also: inactives centre near 1500
# S1P3 antagonist: antagonists of human S1P3 receptor. Q99500. inhibition, % at 4.98 µM. 170,000 compounds, 0.27% hits. CHO S1P3 NFAT-BLA reporter, FRET fluorescence, antagonist mode;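 active = inhibition above the plate cutoff, the mean inhibition of test wells on that plate plus 3 SD, cut at about 28% in these data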;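 also: cells challenged with S1P at its EC80 of 0.8 µM; blue over green emission ratio from cleaved BLA substrate after 4 h stimulation; 0% = S1P-stimulated wells and 100% = unstimulated DMSO-only wells; some compounds past the cut are filed as inactive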
# Target sequence (Q99500 whole entry, looked up): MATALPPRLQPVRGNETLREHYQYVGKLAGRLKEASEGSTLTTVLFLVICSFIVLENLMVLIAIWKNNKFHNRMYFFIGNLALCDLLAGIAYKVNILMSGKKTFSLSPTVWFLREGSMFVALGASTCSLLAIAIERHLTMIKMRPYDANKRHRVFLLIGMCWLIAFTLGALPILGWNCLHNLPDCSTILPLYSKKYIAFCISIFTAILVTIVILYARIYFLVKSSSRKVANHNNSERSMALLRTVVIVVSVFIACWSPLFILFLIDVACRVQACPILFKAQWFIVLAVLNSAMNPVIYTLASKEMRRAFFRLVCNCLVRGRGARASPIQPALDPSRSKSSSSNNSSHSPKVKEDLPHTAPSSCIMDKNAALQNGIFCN
# STAT3 blocker: reduces IL-6 driven STAT3 reporter signal | 190,000 compounds, 0.89% hits | inhibition, % at 5.5 µM | U3A cells, IL-6 STAT3-luciferase reporter, luminescence; host cell line lacks STAT1;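 active = inhibition above the mean inhibition across all screened compounds plus 3 SD, cut at about 44% in these data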;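 also: 0% = DMSO only wells and 100% = 100 µM nifuroxazide control wells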
# PPARg SRC1 recr: agonists of human PPARgamma SRC-1 coactivator recruitment | PPARgamma-SRC-1 coactivator recruitment biochemical assay | activation, % at 8 µM | P37231 | 200,000 compounds, 0.41% hits; in the data active = activation above about 19%;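 also: 0% = DMSO and 100% = reference agonist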
# RAM network inh: yeast RAM network inhibition. inhibition, % at 50 µM. 190,000 compounds, 1.8% hits. S. cerevisiae dse1pr::URA3 reporter, 5-FOA growth OD615, 2 d; analog-sensitive cbk1-as2 kinase mutant strain;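 active = inhibition above a set limit, 3 SD over mean compound inhibition, cut at about 8.4% in these data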;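 also: 0% = DMSO-only wells with no growth and 100% = 10 µM 1-NA-PP1 full growth; inhibition rescues growth on 5-FOA so higher OD means more RAM inhibition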
# TLR4 MyD88 comp: inhibitors of human TLR4-MyD88 binding; O00206+Q99836; HeLa CL3-4 TLR4/MyD88 BLA complementation, FRET ratio; inhibition, % at 8.4 µM; 200,000 compounds, 0.18% hits; in the data active = inhibition above about 25%;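 also: 0% = vehicle and 100% = reference inhibitor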
# PPARg SRC-3 ag: PPARgamma-driven SRC-3 recruitment agonism; activation, % at 8 µM; P37231; 200,000 compounds, 0.26% hits; biochemical PPARgamma/SRC-3 coactivator recruitment assay; in the data active = activation above about 23%;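 also: 0% = DMSO and 100% = reference agonist; some compounds past the cut are filed as inactive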
# STAT1 blocker: STAT1 signaling inhibition; 200,000 compounds, 0.35% hits; NIH 3T3 STAT1-luciferase reporter, IFN-gamma, luminescence; inhibition, % at 5.5 µM;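 active = inhibition above a set limit, the mean inhibition across all tested compounds plus 3 SD, cut at about 34% in these data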;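 also: 0% = IFN-gamma with DMSO and 100% = IFN-gamma with 300 µM nifuroxazide; values of inactives mirror those of a sister screen read the other way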
# ROMK primary: human ROMK K+ channel modulation, primary screen; 130,000 compounds, 2% hits; P48048; AID 1918; B-score at 10 µM; Tet-inducible ROMK, thallium flux fluorescence; actives lie on both sides;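 active = signal ratio slope over the read window, or its plate-corrected B-score, at least 3 SD from the plate mean, either direction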;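 also: B-score of the F/F0 ratio slope over 7 to 12 s after thallium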
# STAT3 activator: increases IL-6 driven STAT3 reporter signal; U3A cells, IL-6 STAT3-luciferase reporter, luminescence; 100% = signal with IL-6 EC80 alone; activation (% of control), % at 5.6 µM; 190,000 compounds, 0.91% hits;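 active = activation above the screen-wide mean of compound activation plus 3 SD, cut at about 130% in these data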;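 also: 0% = background luminescence of wells with medium and substrate only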
#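 Material: STAT3-luciferase reporter U3A cells; Probe or stimulus: IL-6 (33 ng/mL); Incubation: compound pre-incubation 1 h before IL-6, then 6 h stimulation at 37 °C; Technique: luminescence from STAT3-driven luciferase reporter; Evaluation: % activation versus median of IL-6-stimulated wells; Controls: IL-6-only high control.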
# Active calls of the source: *; / = no result given. Compounds as they come (roughly 5.6% active in at least one column).
SMILES,PPARg SRC2 recr,SRC2 TRFRET art,S1P3 antagonist,STAT3 blocker,PPARg SRC1 recr,RAM network inh,TLR4 MyD88 comp,PPARg SRC-3 ag,STAT1 blocker,ROMK primary,STAT3 activator
O=c1cc(CN2CCN(c3ccccc3)CC2)c2cc(O)c(-c3ccccc3)cc2o1,-1,1701,19,-25,0,5.9,2,7,6,/,125
N/C(=N\OC(=O)c1ccc2c(c1)OCO2)c1cccc(Br)c1,10,1485,-4,-1,0,-1.4,12,3,-71,-2.2,105
COc1cc(C(C)=O)ccc1COc1ccc(C(=O)OCC(=O)NC2CCS(=O)(=O)C2)cc1OC (stereo unspecified),-13,1435,-10,-4,-1,2.8,-5,-1,1,-0.55,102
COc1ccc(S(=O)(=O)N(C)C)cc1NCC(=O)Nc1cccc(C#N)c1,0,1518,-8,0,5,1.7,-10,0,10,-1.1,107
CSc1nc2c(cc1C#N)CCCCC2,8,1564,0,9,6,0.4,-11,2,8,-0.015,94
Cc1c(CN2CCC(C)CC2)c(=O)n(-c2ccccc2)n1C,2,1704,-2,4,6,0.7,-4,-6,-6,-0.45,101
CCOC(=O)c1c(NC(=O)Nc2ccccc2)sc(C)c1C,0,1605,/,14,5,4.2,0,4,4,/,92
O=C1C=C(Nc2ccccc2)C(=O)c2ccccc21,1,1631,-4,1,1,1.0,-8,4,-37,0.63,100
COC(=O)c1ccc(COc2ccccc2/C=C(\C#N)C(=O)Nc2ccc(C)cc2)cc1,-9,1276,-4,-5,3,4.5,-4,2,-57,0.84,105
O=C(Nc1nccs1)C1CCN(S(=O)(=O)c2cccs2)CC1,-1,1494,-9,7,0,0.0,-5,3,-2,0.56,95

# Exported as tab-separated lines: part of the list above.
SMILES	PPARg SRC2 recr	SRC2 TRFRET art	S1P3 antagonist	STAT3 blocker	PPARg SRC1 recr	RAM network inh	TLR4 MyD88 comp	PPARg SRC-3 ag	STAT1 blocker	ROMK primary	STAT3 activator
N/C(=N\OC(=O)c1ccc2c(c1)OCO2)c1cccc(Br)c1	10	1485	-4	-1	0	-1.4	12	3	-71	-2.2	105
COc1cc(C(C)=O)ccc1COc1ccc(C(=O)OCC(=O)NC2CCS(=O)(=O)C2)cc1OC (stereo unspecified)	-13	1435	-10	-4	-1	2.8	-5	-1	1	-0.55	102
COc1ccc(S(=O)(=O)N(C)C)cc1NCC(=O)Nc1cccc(C#N)c1	0	1518	-8	0	5	1.7	-10	0	10	-1.1	107
CSc1nc2c(cc1C#N)CCCCC2	8	1564	0	9	6	0.4	-11	2	8	-0.015	94
Cc1c(CN2CCC(C)CC2)c(=O)n(-c2ccccc2)n1C	2	1704	-2	4	6	0.7	-4	-6	-6	-0.45	101
CCOC(=O)c1c(NC(=O)Nc2ccccc2)sc(C)c1C	0	1605	/	14	5	4.2	0	4	4	/	92

# A different layout for part of the listing above:
> COC(=O)c1ccc(COc2ccccc2/C=C(\C#N)C(=O)Nc2ccc(C)cc2)cc1
  PPARg SRC2 recr: -9	SRC2 TRFRET art: 1276	S1P3 antagonist: -4	STAT3 blocker: -5	PPARg SRC1 recr: 3	RAM network inh: 4.5	TLR4 MyD88 comp: -4	PPARg SRC-3 ag: 2	STAT1 blocker: -57	ROMK primary: 0.84	STAT3 activator: 105
> Cc1c(CN2CCC(C)CC2)c(=O)n(-c2ccccc2)n1C
  PPARg SRC2 recr: 2	SRC2 TRFRET art: 1704	S1P3 antagonist: -2	STAT3 blocker: 4	PPARg SRC1 recr: 6	RAM network inh: 0.7	TLR4 MyD88 comp: -4	PPARg SRC-3 ag: -6	STAT1 blocker: -6	ROMK primary: -0.45	STAT3 activator: 101
> COc1cc(C(C)=O)ccc1COc1ccc(C(=O)OCC(=O)NC2CCS(=O)(=O)C2)cc1OC (stereo unspecified)
  PPARg SRC2 recr: -13	SRC2 TRFRET art: 1435	S1P3 antagonist: -10	STAT3 blocker: -4	PPARg SRC1 recr: -1	RAM network inh: 2.8	TLR4 MyD88 comp: -5	PPARg SRC-3 ag: -1	STAT1 blocker: 1	ROMK primary: -0.55	STAT3 activator: 102
> O=c1cc(CN2CCN(c3ccccc3)CC2)c2cc(O)c(-c3ccccc3)cc2o1
  PPARg SRC2 recr: -1	SRC2 TRFRET art: 1701	S1P3 antagonist: 19	STAT3 blocker: -25	PPARg SRC1 recr: 0	RAM network inh: 5.9	TLR4 MyD88 comp: 2	PPARg SRC-3 ag: 7	STAT1 blocker: 6	ROMK primary: /	STAT3 activator: 125

# Continuation:
SMILES,PPARg SRC2 recr,SRC2 TRFRET art,S1P3 antagonist,STAT3 blocker,PPARg SRC1 recr,RAM network inh,TLR4 MyD88 comp,PPARg SRC-3 ag,STAT1 blocker,ROMK primary,STAT3 activator
CCN(CC)CCNc1nc2c(c(=O)[nH]c(=O)n2C)n1CC(O)COc1ccc(Cl)cc1Cl (stereo unspecified),4,1732,-10,10,12,0.0,6,16,-3,/,95
O=[N+]([O-])c1cc(S(=O)(=O)N2CCCC2)ccc1SCCO,7,1689,6,5,2,2.0,-15,0,9,-0.62,100
Cc1ccc2c(c1)c(N=Nc1cccc(C(=O)O)c1)c(O)n2C,1,1488,0,18,-2,2.7,2,-3,-13,0.49,88
Cc1c(Cl)ccc2c(C(=O)NCCN3CCCCC3)cc(-c3ccccn3)nc12,1,1611,5,-42,6,4.8,-4,-2,-20,0.044,134*
CN(C)C=NC(=O)c1ccc(N2CCN(c3ncc(C(F)(F)F)cc3Cl)CC2)cc1,-2,1737,/,23,5,9.0*,-1,9,-1,0.3,81
Cc1ccc(NC(=O)c2nn(C34CC5CC(CC(C5)C3)C4)cc2[N+](=O)[O-])cc1,8,1367,/,6,-3,4.8,1,2,4,-0.11,99
O=S(=O)(c1ccc(Cl)cc1)N1CCN(c2nc(-c3cccs3)nc3ccccc23)CC1,-2,1682,-15,7,-6,3.1,-7,-1,-3,0.1,93
CC(=O)c1ccc(N2CCN(S(=O)(=O)c3ccccc3)CC2)c(F)c1,4,1535,2,12,7,0.9,5,-1,-3,0.27,92
COc1ccccc1N1CC(C(=O)Nc2ccc(S(=O)(=O)N3CCOCC3)cc2)CC1=O (stereo unspecified),0,1536,/,-8,0,-0.5,-6,1,-2,0.51,106
COc1ccc(N(C(=O)Cn2nnc3ccccc32)C(C(=O)NCc2ccco2)c2ccc(C)o2)cc1 (stereo unspecified),6,1806,13,10,0,0.0,6,14,3,-0.62,97
Cn1c(C(=O)NCc2cccs2)cc2c(=O)n(C)c3ccccc3c21,-2,1489,-7,26,2,3.4,-3,-2,-11,/,85
COc1ccc(-n2cnnc2SCc2ncc(-c3ccccc3)o2)cc1,-2,1481,-2,-7,-2,0.8,1,-9,-21,/,108
CCOc1ccc(Cc2nnc(N)s2)cc1OCC,3,1668,-9,-2,0,2.1,-9,13,8,/,105
CCCS(=O)(=O)N1CCC(C(=O)NCCCN(CC)c2cccc(C)c2)CC1,8,1664,-9,4,3,0.9,1,4,-4,/,99
COc1ccccc1NC(=O)N1CCC(c2nnc(SCC(N)=O)n2C)CC1,-6,1441,/,-5,2,2.3,-4,-1,4,/,109
COC(=O)c1sc2[nH]c(=S)n(N)c(=O)c2c1C,18,1930,25,8,14,1.9,-2,11,-8,0.35,97
COc1ccc(-n2c(Cc3cc(=O)[nH]c(=O)[nH]3)nnc2SCC(=O)Nc2cc(C(F)(F)F)ccc2Cl)cc1,2,1720,-14,7,8,1.3,0,3,3,1,103
CCOC(=O)c1ccc(N=c2sc(C(=O)OC)cc(=O)n2Cc2ccco2)cc1,-2,1506,-34,-3,4,8.6*,10,2,-12,/,103
CCC/C(O)=C1\C(=O)CC(C)(C)CC1=Nc1ccccc1O,2,1507,-4,8,2,2.1,-12,-1,0,-0.0036,95
Cc1ccc(NC(=O)CSc2n[nH]c(=O)n2C2CC2)cc1S(=O)(=O)N1CCOCC1,-4,1453,-7,-2,1,-0.7,5,3,-6,-0.12,100
CC(=O)NCC(=O)N(Cc1ccco1)C1(C(=O)NC2CCCC2)CCCCC1,-14,1369,-11,23,-6,-0.5,-11,-5,9,-0.34,86
Cc1[nH]n(-c2ccc(Br)cc2)c(=O)c1C=Nc1ccc(S(=O)(=O)Nc2nccs2)cc1,-8,1428,-11,-17,-6,2.4,3,-6,-2,/,110
Cc1cc2nnc(SCC(=O)N3CCCCCC3)n2c(N)n1,7,1653,1,5,0,1.0,-3,2,2,0.56,98
COc1ccc(CN(C#N)c2nc(SC)nc(N(C)C)n2)cc1,-9,1369,/,5,2,11*,11,2,6,-1.2,102
Cc1cc(NC(=O)c2cc(S(=O)(=O)N3CCCCC3)ccc2C)n(-c2ccccn2)n1,-2,1470,21,2,-5,1.9,7,-1,7,/,104
CCOC(=O)N1CCC(N2Cc3cccc(C(=O)N4CCN(C5CCCCC5)CC4)c3C2=O)CC1,-5,1538,6,4,4,1.5,-15,7,-4,/,104
Cc1n[nH]c(=S)n(/N=C/c2ccccn2)c1=O,-1,1433,17,-2,4,1.3,-11,-2,-4,/,107
Cc1ccccc1OCC(=O)NCCC1=CCCCC1,-2,1527,-4,4,4,-0.4,-12,-5,2,-2.1,100
CC(C)NC(=O)CN1CCN(C(=O)CCl)CC1,-1,1455,-10,2,1,1.5,-6,0,2,1.2,105
Cc1cc(C)n(CC(O)Cn2c3ccccc3c3ccccc32)n1 (stereo unspecified),1,1523,/,8,5,-1.5,8,5,-1,/,94
